Assay outcomes deposited in PubChem by National Center for Advancing Translational Sciences (NCATS).
HEK293 tox: qHTS of GLP-1 Receptor Inverse Agonists: Cytotox Screen | HEK293 cAMP-luciferase reporter cells, luminescence, 24 h | Potency, µM (doses to about 38.3 µM), without a hit: at the highest dose activity change, negative = inhibition, most hits filed as inhibitors | hit rate 0.13% among 410,000;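 also: loss of luciferase light is scored as toxicity; potency is read from the fitted curve at half-maximal effect; % is scaled to controls: 0 for no effect and ±100 for the full control effect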
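MLSMR compounds, 24 hr on cells at 37 deg C/5% CO2; luminescence after luciferase reagent (12 min RT). Inhibition counted as the undesired cytotoxic outcome.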
PTHR1 ag: qHTS for PTHR1 Agonists: Primary Screen; HEK293 GP2 PTHR1 cells, GloSensor cAMP luminescence, 1 h; Potency, µM (top dose mostly 115 µM), inactives show at the top dose activation, actives largely listed as activators; hit rate 0.075% among 410,000; also: potency is read from the fitted curve at half-maximal effect; nearly all actives have a fitted effect of over 55% in size; some results filed as inactive show a strong effect at the top dose; inactives centre near -15; many of its hits are not listed in these tables
Target sequence (Q03431 whole entry, looked up): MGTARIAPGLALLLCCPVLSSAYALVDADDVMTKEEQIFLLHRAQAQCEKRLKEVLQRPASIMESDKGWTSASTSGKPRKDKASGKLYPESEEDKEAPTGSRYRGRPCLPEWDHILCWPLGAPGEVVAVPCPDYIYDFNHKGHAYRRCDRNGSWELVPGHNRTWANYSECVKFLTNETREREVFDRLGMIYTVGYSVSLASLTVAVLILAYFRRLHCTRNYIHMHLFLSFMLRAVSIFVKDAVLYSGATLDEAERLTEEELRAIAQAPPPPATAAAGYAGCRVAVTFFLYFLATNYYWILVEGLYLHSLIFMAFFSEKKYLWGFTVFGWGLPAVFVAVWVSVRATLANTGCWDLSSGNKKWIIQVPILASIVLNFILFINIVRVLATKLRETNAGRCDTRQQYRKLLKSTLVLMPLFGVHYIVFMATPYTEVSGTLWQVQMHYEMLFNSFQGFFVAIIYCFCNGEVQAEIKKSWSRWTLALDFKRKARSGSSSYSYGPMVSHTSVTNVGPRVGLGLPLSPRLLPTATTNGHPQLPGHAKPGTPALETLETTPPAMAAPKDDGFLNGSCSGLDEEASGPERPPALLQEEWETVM
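HEK-293-derived GP2 cells expressing PTHR1 and a GloSensor cAMP reporter, 3,000/well, plated overnight, given luciferin plus IBMX (each 0.5 mM as added) for 1 h at 37 °C, then compound for 1 h at 37 °C. Luminescence was read after 15 min at room temperature.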
PLK1 PBD inh: qHTS for Inhibitors of PLK1-PDB (polo-like kinase 1 - polo-box domain): Primary Screen | Serine/threonine-protein kinase PLK1 (Homo sapiens), P53350 | Plk1 PBD binding of FITC phosphopeptide, fluorescence polarization | Potency, µM, for inactives: max response, negative = inhibition, most hits filed as inhibitors | hit rate 2.8% among 360,000 | AID 720504, 2013; also: potency is read from the fitted curve at half-maximal effect; series mostly up to about 57 µM; % is scaled to controls: 0 for no effect and ±100 for the full control effect; nearly all actives have a fitted effect of over 65% in size
PI5P4Ka inh: qHTS for Inhibitors of phosphatidylinositol 5-phosphate 4-kinase (PI5P4K); Phosphatidylinositol 5-phosphate 4-kinase type-2 alpha (Homo sapiens), P48426; PI5P4Kalpha enzyme, ADP-Glo luminescence, 60 min; stronger effect = lower value; max response, %; hit rate 1.2% among 330,000; active = max response of -50% or lower; inconclusive = between -30% and -50%; inactive = -30% or higher; also: value at the top dose of about 77 µM; % is scaled to controls: 0 for no effect and ±100 for the full control effect
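Controls without substrate or without enzyme flank wells where PI5P4Kalpha converts substrate using 5 microM ATP (final). Incubation lasts 60 minutes at room temperature; ADP formed is read by ADP-Glo luminescence.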
EPAC1 ag: qHTS for Agonist of cAMP-regulated guanine nucleotide exchange factor 3 (EPAC1): primary screen. AID 720707, 2013. Potency, µM (top dose mostly 154 µM), for inactives: at the top dose activation, usual class: activators. hit rate 0.073% among 360,000. EPAC1 agonist qHTS, biochemical assay; response scale: 100% = response to 6.5 mM cAMP. Rap guanine nucleotide exchange factor 3 (Homo sapiens), O95398; also: potency is read from the fitted curve at half-maximal effect; nearly all actives have a fitted effect of over 60% in size
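EPAC1 100 nM, Rap1B–BODIPY-GDP 250 nM, unlabeled GDP 50 uM; compound titration; 5 min RT; kinetic read ex480/em540 at 5-min intervals ×30 min; data normalized to 6.5 mM cAMP agonist control.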
GLP-1R agonist: qHTS of GLP-1 Receptor Agonists | HEK293 GLP-1R CRE-luciferase, luminescence, 4-6 h; cells express a hypersensitive GLP-1R form | Glucagon-like peptide 1 receptor (Homo sapiens), P43220 | hit rate 0.007% among 380,000 | Potency, µM (doses to about 45.6 µM), inactives show at the highest dose activation, actives largely listed as activators; also: potency is read from the fitted curve at half-maximal effect; % of control where 0% means no effect
Target sequence (P43220 whole entry, looked up): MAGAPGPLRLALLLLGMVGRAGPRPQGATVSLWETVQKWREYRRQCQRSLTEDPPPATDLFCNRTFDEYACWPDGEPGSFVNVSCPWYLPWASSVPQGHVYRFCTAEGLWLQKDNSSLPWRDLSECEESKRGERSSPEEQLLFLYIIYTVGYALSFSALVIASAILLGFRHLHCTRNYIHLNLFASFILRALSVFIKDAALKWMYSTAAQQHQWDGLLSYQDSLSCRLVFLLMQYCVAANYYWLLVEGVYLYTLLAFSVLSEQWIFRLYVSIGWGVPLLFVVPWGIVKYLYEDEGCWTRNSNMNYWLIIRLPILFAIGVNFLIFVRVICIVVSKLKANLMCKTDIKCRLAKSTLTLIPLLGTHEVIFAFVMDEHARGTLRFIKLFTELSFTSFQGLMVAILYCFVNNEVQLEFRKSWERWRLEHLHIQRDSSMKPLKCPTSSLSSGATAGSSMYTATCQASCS
IL2 activator: qHTS of IL-2 Activators; hit rate 0.065% among 360,000; activation, % (series mostly up to about 46 µM); IL-2 activation reporter assay, cell-based qHTS; stimulated with anti-CD3/CD4/CD28 beads; in transgenic mouse T cells; in the data active = activation above about 50%; inconclusive = mostly about 30% to 49%; also: 0% is about no effect
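Unstimulated transgenic mouse T cells preincubated 60 min with compound, then stimulated with anti-CD3/anti-CD4-coated beads plus anti-CD28 for 18 h at 37 degrees C. IL-2 response read as EGFP and DsRed fluorescence by plate cytometry.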
GLP-1R inv ag: qHTS of GLP-1 Receptor Inverse Agonists (Inhibition Mode); Glucagon-like peptide 1 receptor (Homo sapiens), P43220; HEK293 GLP-1R CRE-luciferase, luminescence, 24 h; GLP-1R form is constitutively active; Potency, µM (titrated, usually from 38.3 µM), for inactives: at the top dose activity change, negative = inhibition, usual class: inhibitors; hit rate 1.6% among 410,000; AID 624417, 2012; also: potency is read from the fitted curve at half-maximal effect; % is scaled to controls: 0 for no effect and ±100 for the full control effect; nearly all actives have a fitted effect of over 55% in size
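GLP-1R inverse agonism mode: basal reporter luminescence in engineered HEK293 cells measured after one day of compound exposure at 37 deg C, with a 12 min room-temperature detection step.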
EPAC1 antagonist: qHTS for Antagonist of cAMP-regulated guanine nucleotide exchange factor 3 (EPAC1): primary screen; AID 720709, 2013; EPAC1 GEF assay, Rap1b-BODIPY-GDP exchange fluorescence; hit rate 0.14% among 360,000; Potency, µM (series often up to 115 µM), inactives show at the top dose activity change, negative = inhibition, hits mostly inhibitors; Rap guanine nucleotide exchange factor 3 (Homo sapiens), O95398;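 also: potency is read from the fitted curve at half-maximal effect; plate controls were vehicle for no effect and positive control for full effect; nearly all actives have a fitted effect of over 50% in size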
* = called active by the depositor; i = inactive; u = inconclusive; x = not tested or not shown; [ ] = remark or other dose. Unless noted, calls follow the shape of the dose curve; as a rule, active = well fitted curve in the direction sought with a large enough effect; inconclusive = small, poorly fitted or top-dose-only effect, or another doubt; inactive = no such curve, though single readings can be large; an effect the other way counts as inactive or inconclusive. An excerpt (hit frequency here may not be typical).

SMILES | HEK293 tox | PTHR1 ag | PLK1 PBD inh | PI5P4Ka inh | EPAC1 ag | GLP-1R agonist | IL2 activator | GLP-1R inv ag | EPAC1 antagonist
CNC(C(=O)c1ccccc1)C(OC)c1cccc([N+](=O)[O-])c1 (stereo not given) | -1% | u | -15% | 0 | 4% | -1% | 2.7 | -9% | 16%
CC1CN(C)C(C)(C)CC1(O)c1ccccc1 (stereo not given) | -4% | i | -5% | x | 3% | -4% | 0.3 | 0% | 5%
CCN(CC)C(=O)c1ccc(NC(=O)CCCSc2ccccc2)cc1 | -10% | i | -17% | -1 | 7% | 3% | -2.5 | u | -6%
CC(=NCc1ccco1)c1c(O)n(C)c(=O)n(C)c1=O | 1% | i | -4% | x | -1% | 1% | -3.1 | 0% | 2%
CN1CCN(Cc2cc(C(C)(C)C)c(O)c(C(C)(C)C)c2)CC1 | 2% | -2% | 24µM* | -8 | 4% | -14% | -2.4 | -21% | 0%
O=C(COc1ccccc1)N1CCN(C/C=C/c2ccccc2)CC1 | 3% | i | -3% | x | -2% | -3% | 1.4 | -4% | 15%
COC(=O)C1=C(c2cc3ccccc3o2)C[C@@H]2CC[C@H]1N2C(=O)NCc1ccc(C(F)(F)F)cc1 | 0% | -24% | -6% | 2 | -16% | 1% | -2.0 | 2% | -10%
C=CCn1c(O)c(N=Nc2c(C)n(C)n(-c3ccccc3)c2=O)c(=O)[nH]c1=S | 11% | -16% | -4% | 2 | -7% | -2% | -1.4 | 18% | 0%
CN(CCC#N)c1ccc(C=C(C#N)c2cccc(C(F)(F)F)c2)cc1 | u | -79%[inhibitor] | -5% | 1 | -2% | 17% | -0.5 | u | -15%
COc1ccc(-n2c(Cc3ccccc3)nc3ccccc3c2=O)cc1 | -3% | -34%[inhibitor] | -4% | 2 | 12% | 9% | -0.3 | u | -19%
O=C(/C=C/c1ccc(F)cc1)NNC(=O)CCN1CCN(Cc2ccccc2)CC1 | -1% | -11% | -10% | -9 | -4% | 2% | -1.5 | u | -12%
CCOc1nc(NC(C)C)nc(N2CC3CC(C2)c2cccc(=O)n2C3)n1 (stereo not given) | 2% | i | 7.5µM* | -24 | -8% | -4% | -0.6 | -2% | -3%
Cn1cnc2cc(NC(=O)c3ccc(Cl)cc3)ccc21 | 4% | -37%[inhibitor] | 0% | 1 | -6% | 4% | -2.5 | 0% | -26%
CCCCCn1cc(C(=O)C(=O)N2CCOCC2)c2ccccc21 | -1% | i | -7% | 5 | -2% | 13% | -3.0 | u | -24%
CCN(CC)CCCOC(=O)C(OC)(c1ccccc1)c1ccccc1 | -5% | i | -9% | x | 1% | -3% | -0.7 | u | 9%
CC(=O)OC12COC1CC(O)C1(C)C(=O)C(O)C3=C(C)C(O)CC(O)(C(OC(=O)c4ccccc4)C21)C3(C)C (stereo not given) | u | 13% | -4% | 18 | 2% | 2% | -1.8 | -38% | -7%
CCOc1ccc(NC(=O)C2C3c4ccccc4C(c4ccccc43)C2C(=O)O)cc1 (stereo not given) | -4% | i | -1% | 8 | -5% | -7% | 0.0 | u | 9%
CCCC12CN3CCN(C1)CC(CCC)(C3)C2=O | 3% | -11% | 0% | 10 | 9% | 5% | -3.0 | -9% | -26%
COCOC1CCC2C3CCC4=CC(=O)CCC4=C3C=CC12C (stereo not given) | 13% | i | u | -12 | 4% | 4% | -0.2 | 1% | -6%
C[C@@H]1CCCCO[C@@H](CN(C)CC2CCCCC2)[C@@H](C)CN([C@H](C)CO)C(=O)c2cc(NS(=O)(=O)c3ccc(Cl)cc3)ccc2O1 | u | -21% | -17% | 5 | -16% | 20% | 5.9 | 10µM* | -13%
CC(C)(C)c1nc2cc(Cl)c([N+](=O)[O-])cc2o1 | u | -53%[inhibitor] | 27µM* | -11 | 7% | -7% | 0.2 | u | 6%
COc1ccc(C/C(=N\OC(C)=O)c2ccc(OC)cc2)cc1 | 2% | -33%[inhibitor] | -17% | -2 | -1% | -3% | -1.3 | u | 10%
COc1cccc(C(c2nnnn2-c2c(C)cccc2C)N2CCC(n3c(=O)[nH]c4ccccc43)CC2)c1OC (stereo not given) | u | -15% | 0% | 2 | 4% | 0% | 0.2 | u | -5%
FC(F)(F)c1nc(N2CCN(c3ccccc3)CC2)nc2c1CCCCC2 | -4% | -4%[57.5 µM] | 0% | 14 | 0% | -1% | 1.0 | u | -26%
COC(=O)CC1(Cc2ccccc2)C(=O)NC(=O)NC1=O | -16% | -18%[57.5 µM] | -5% | -6 | 11% | 0% | 0.0 | -23% | 7%

Part of the list above, tab-delimited:
SMILES	HEK293 tox	PTHR1 ag	PLK1 PBD inh	PI5P4Ka inh	EPAC1 ag	GLP-1R agonist	IL2 activator	GLP-1R inv ag	EPAC1 antagonist
Cn1cnc2cc(NC(=O)c3ccc(Cl)cc3)ccc21	4%	-37%[inhibitor]	0%	1	-6%	4%	-2.5	0%	-26%
CCCCCn1cc(C(=O)C(=O)N2CCOCC2)c2ccccc21	-1%	i	-7%	5	-2%	13%	-3.0	u	-24%
CCN(CC)CCCOC(=O)C(OC)(c1ccccc1)c1ccccc1	-5%	i	-9%	x	1%	-3%	-0.7	u	9%

Other structures follow.
SMILES | HEK293 tox | PTHR1 ag | PLK1 PBD inh | PI5P4Ka inh | EPAC1 ag | GLP-1R agonist | IL2 activator | GLP-1R inv ag | EPAC1 antagonist
CCC(=NCc1ccco1)c1c(O)n(-c2ccc(OC)cc2)c(=O)[nH]c1=O | -17% | i | -17% | -12 | 7% | 3% | -0.4 | -7% | 0%
Nc1cc(Cl)nc(N/N=C/c2c(O)ccc3ccccc23)n1 | u | u | -21% | -4 | 10% | 12% | -5.2 | -1% | -15%
O=[N+]([O-])c1ccc(NC2CCN(Cc3ccccc3)CC2)c2ccncc12 | -13% | i | -1% | -2 | -4% | 7% | -4.0 | 7% | -20%
C[C@@H]1CN([C@@H](C)CO)C(=O)CCCn2nncc2CO[C@@H]1CN(C)C(=O)Oc1ccc2ccccc2c1 | -30% | -14% | -12% | -2 | -4% | 9% | 2.1 | 20% | 5%
O=c1[nH]c(=S)n(CCC2=CCCCC2)c(O)c1/C=N/Nc1ccccc1 | -23% | i | -20% | -29 | -10% | -3% | -2.8 | 4.5µM* | -12%
Cc1ccc(S(=O)(=O)N2Cc3cc(-c4cccc(F)c4)ccc3-n3nncc3C2)cc1 | 5% | -26% | -6% | -3 | 0% | 7% | -0.6 | 18% | -10%
CN(C)C(=O)Oc1ccc2c(c1)O/C(=C\c1cccc(Cl)c1)C2=O | -1% | i | -15% | 11 | 9% | 13% | 1.3 | 16% | 6%
O=C(COC(=O)c1cccc(O)c1)Nc1ccc(Cl)cc1C(=O)c1ccccc1 | -8% | -26% | -5% | 0 | 13% | 28% | 1.6 | u | -22%
CC(C)(C)C(=O)O[C@H]1CC[C@@]2(C)C(=CC(=O)C3C2CC[C@]2(C)C(=O)[C@@H](F)CC32)C1 (stereo not given in full) | 3% | -21% | -2% | 4 | -3% | -7% | 0.8 | -21% | -4%
O=C(CCc1nnc2ccc(NCc3ccccc3Cl)nn12)N1CCC2(CC1)OCCO2 | -2% | i | -12% | -5 | -2% | 13% | -0.2 | 47%[activator] | 1%
N/N=C/C(=N\Nc1ccc(Cl)cc1)C(=O)c1ccncc1 | u | i | -1% | -3 | 9% | 18% | -2.7 | -15% | -18%
CC(C)CCNC(=O)c1cc(C(=O)c2cc(Br)ccc2O)cn(CCC(C)C)c1=O | 5% | -2% | -16% | -7 | 8% | 11% | -4.8 | u | -1%
Nc1ccc(Br)cc1C(=O)c1ccccc1 | 0% | -15% | 2% | -1 | 4% | 6% | 0.3 | u | 4%
CC[n+]1c(/C=C/C=C/N(C(C)=O)c2ccccc2)sc2cc(OC)ccc21 | u | -4% | 69%[activator] | -54* | 100µM* | 21% | 55* | u | 141%[activator]
CCC(=O)Nc1cc(C(=O)N2CCC3(CC2)OCCO3)ccc1S(=O)(=O)c1ccc(C)cc1 | 22% | i | -7% | 7 | -2% | 10% | -0.1 | 0% | -4%
CC(=O)C1C(N2CC2)CC2C3CC=C4CC(O)CCC4(C)C3CCC21C (stereo not given) | u | i | -12% | -9 | -7% | 11% | -0.9 | u | -3%
CC(=O)NC1CC2CCC(C1)N2 (stereo not given) | 7% | -1%[57.5 µM] | -4% | 0 | 8% | 1% | -2.7 | 4% | -1%
Oc1ccc(Br)cc1CN1CCN(c2ccccc2)CC1 | 1% | -5%[57.5 µM] | -11% | x | 3% | -10% | -1.4 | -1% | -8%
CC1=CC(O)C(O)C2(C)C1CC1OC(=O)CC3C(C)C(O)C(=O)C2C13CO (stereo not given) | 11% | -8% | -14% | -9 | 6% | -25% | -0.5 | -26% | 5%

Two compounds drawn at random from the list so far, as already listed:
SMILES | HEK293 tox | PTHR1 ag | PLK1 PBD inh | PI5P4Ka inh | EPAC1 ag | GLP-1R agonist | IL2 activator | GLP-1R inv ag | EPAC1 antagonist
O=C(COC(=O)c1cccc(O)c1)Nc1ccc(Cl)cc1C(=O)c1ccccc1 | -8% | -26% | -5% | 0 | 13% | 28% | 1.6 | u | -22%
O=C(CCc1nnc2ccc(NCc3ccccc3Cl)nn12)N1CCC2(CC1)OCCO2 | -2% | i | -12% | -5 | -2% | 13% | -0.2 | 47%[activator] | 1%
